Bioassay records from PubChem.
TSHR antag = blocks TSH signaling through the human TSH receptor; activity change, negative = inhibition, % at 11.5 µM; TSHR-expressing cells, TSH-stimulated cAMP HTRF, 2 h; stronger effect = lower value; 330,000 tested, 0.2% active; P16473;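 active = activity change below a set negative limit, meaning inhibition stronger than a set level, cut at about -70% in these data; inconclusive = activity change between two set negative limits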; also: % is scaled to controls: 0 for no effect and ±100 for the full control effect
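Antagonism was scored as loss of TSH-driven cAMP in TSHR cells, stimulated with 4nM TSH (EC80) for 2 hours at 37 deg C and detected by homogeneous HTRF competition immunoassay.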
Eya2 inh = inhibitors of human Eya2 phosphatase activity; O00167; recombinant Eya2, OMFP fluorescence dephosphorylation (OMFP is methylfluorescein phosphate); Potency, µM (top dose mostly 76.9 µM), for inactives: at the top dose activity, negative = inhibition, actives largely listed as inhibitors; 330,000 tested, 0.006% active; AID 488837; also: potency is read from the fitted curve at half-maximal effect; % is scaled to controls: 0 for no effect and ±100 for the full control effect
Target sequence (O00167 whole entry, looked up): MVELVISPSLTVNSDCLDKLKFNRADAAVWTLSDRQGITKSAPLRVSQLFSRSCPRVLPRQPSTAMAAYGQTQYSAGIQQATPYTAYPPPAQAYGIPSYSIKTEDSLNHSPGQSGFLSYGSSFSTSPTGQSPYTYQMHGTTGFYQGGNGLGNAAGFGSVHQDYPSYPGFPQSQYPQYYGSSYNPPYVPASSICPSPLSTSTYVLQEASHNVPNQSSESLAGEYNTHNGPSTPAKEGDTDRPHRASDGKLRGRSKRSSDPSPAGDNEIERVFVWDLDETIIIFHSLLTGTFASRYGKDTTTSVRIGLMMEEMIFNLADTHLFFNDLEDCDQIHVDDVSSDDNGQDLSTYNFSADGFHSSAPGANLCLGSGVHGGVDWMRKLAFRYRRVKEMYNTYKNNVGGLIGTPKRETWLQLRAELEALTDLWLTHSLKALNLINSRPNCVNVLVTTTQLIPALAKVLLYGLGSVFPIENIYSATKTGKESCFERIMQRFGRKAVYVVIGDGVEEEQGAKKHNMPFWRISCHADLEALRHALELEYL
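Eya2 (0.2 uM) preincubated 10 min at ambient with compound, then OMFP substrate added at 50 uM; 10 min reaction in 50 mM HEPES pH 7.5, 50 mM NaCl, 5 uM MgCl2, 0.05% BSA, 1 mM DTT. Fluorescence read at Ex 485/Em 525 nm.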
ELG1 repair inh = blocks ELG1-dependent DNA repair in HEK293T cells; HEK293T ELG1-luciferase reporter, luminescence, 16 h; DNA damage induced by 5-fluorouridine; 330,000 tested, 2.3% active; AID 504467; Potency, µM (doses to about 46.1 µM), for the others: at the highest dose activity change, negative = inhibition, usual class: inhibitors; also: potency is read from the fitted curve at half-maximal effect; % is scaled to controls: 0 for no effect and ±100 for the full control effect; nearly all actives have a fitted effect of over 55% in size
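HEK293T cells expressing luciferase-tagged ELG1 (2,000/well) received 5-Fluorouridine plus compound or DMSO for 16 hr at 37 °C. Luciferase was read by ONE-Glo luminescence after 30 min at room temperature.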
ASM inhibitor = human S-ASM enzyme inhibition | placental ASM, HMU-PC fluorogenic substrate, 60 min | Potency, µM (highest dose often 57.5 µM), for inactives: top-dose activity change, negative = inhibition, most hits filed as inhibitors | 340,000 tested, 0.006% active | AID 504937 | P17405; also: potency is read from the fitted curve at half-maximal effect
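HMU-PC0 cleavage (9 uM final) by human placental ASM, 60 min at 37 °C following 10 min compound exposure at RT; stopped at pH 10, fluorescence Ex 386/Em 447 nm.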
TSG101-PTAP inh = blocks PTAP/TSG101 interaction to inhibit HIV-1 budding | Potency, µM (series often up to 115 µM), for the others: top-dose activity change, negative = inhibition, hits mostly inhibitors | Q99816 | AID 493005 | Fluorescence polarization, FITC-PTAP peptide / Tsg101 binding | 340,000 tested, under 10 active; active = well fitted inhibition curve with a large enough effect in the main read-out, with a control signal flat, not every such curve was filed as active; inconclusive = small, poorly fitted or top-dose-only effect, or effect the other way, or a change in a side signal; inactive = no such curve, though single readings can be large or run the other way; also: potency is read from the fitted curve at half-maximal effect; % of control where 0% means no effect
Target sequence (Q99816 whole entry, looked up): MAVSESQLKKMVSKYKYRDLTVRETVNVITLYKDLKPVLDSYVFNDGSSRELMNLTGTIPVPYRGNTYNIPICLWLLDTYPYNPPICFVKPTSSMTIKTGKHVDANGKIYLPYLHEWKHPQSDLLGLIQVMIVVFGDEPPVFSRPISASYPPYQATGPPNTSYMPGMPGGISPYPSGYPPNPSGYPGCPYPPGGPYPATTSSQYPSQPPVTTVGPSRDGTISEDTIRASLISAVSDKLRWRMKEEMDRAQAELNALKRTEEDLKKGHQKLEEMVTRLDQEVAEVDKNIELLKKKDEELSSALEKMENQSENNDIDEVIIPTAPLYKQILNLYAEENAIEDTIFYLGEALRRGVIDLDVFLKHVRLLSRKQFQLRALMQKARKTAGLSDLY
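Fluorescence polarization binding of Tsg101 binding domain (10 uM final) to FITC-labeled PTAP peptide (50 nM final) in HEPES pH 7.5 buffer with NaCl, Tween 20, EDTA, TCEP. Compounds added before peptide; binding 20 min at RT.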
A-T KAP1 phos = potential ataxia-telangiectasia treatment; […] A-T fibroblasts, KAP-1 phosphorylation AlphaLISA; neocarzinostatin DNA damage 30 min before lysis; 320,000 tested, 0.19% active; Potency, µM (doses to about 57.5 µM), for the others: top-dose activation, usual class: activators; also: potency is read from the fitted curve at half-maximal effect; % of control where 0% means no effect; nearly all actives have a fitted effect of over 45% in size
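ATM-like activity read as KAP-1 phosphorylation via AlphaLISA donor/acceptor antibody pairs after lysis and 6 hr at 25C. Cells were ATM-null patient fibroblasts ([…], hTERT), dosed 60 min, then exposed to the DSB inducer NCS for 30 min.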
Chronic BCR inh = chronic active BCR signaling inhibition; ABC-DLBCL IkBa-CBG/CBR reporter, luminescence ratio, 4 h; 340,000 tested, 0.05% active; Potency, µM (doses to about 46.1 µM), without a hit: at the top dose ratio change, negative = lower green/red ratio, hits mostly inhibitors; active = well fitted inhibition curve with a large enough effect in the signal ratio, with a control signal flat, not every such curve was filed as active; inconclusive = small, poorly fitted or top-dose-only effect, or effect the other way, or a change in a side signal; the % refers to the signal ratio;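 also: potency is read from the fitted curve at half-maximal effect; plate controls were basal doxycycline-induced cells for no effect and cells given 10 µM MG132 for full effect; MG132 reads +100%, hits lower the ratio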
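Doxycycline induced both beetle luciferases in TMD8 lymphoma cells; IKK-driven degradation limits the IkappaBalpha-fused green signal, while red luminescence normalises for cell number and nonspecific effects. Compounds tested up to 46 uM, 4 hrs.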
Integrin act MD = activators of alpha7 integrin expression for muscular dystrophy | alpha7betagal myoblasts, beta-gal FDG fluorescence, 48 h | Potency, µM (series often up to 38.3 µM), inactives show top-dose activation, usual class: activators | 350,000 tested, 0.064% active | AID 624291;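 also: potency is read from the fitted curve at half-maximal effect; 100% = response of the positive control SU9516; nearly all actives have a fitted effect of over 60% in size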
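Alpha7betagal+/- myoblasts (passage 13) were plated 16-24 hr, then exposed to compounds (1:260 dilution of DMSO stock) for 48 hours at 37C. After MPER lysis, β-galactosidase reporter activity was read as FDG fluorescence (ex 480/em 540) after 30 minutes.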
Tb PFK block = blocks T. brucei phosphofructokinase; O15648; AID 485367; 330,000 tested, 0.17% active; Potency, µM (top dose mostly 57.5 µM), without a hit: at the highest dose activity, negative = inhibition, hits mostly inhibitors; T. brucei PFK, ADP-Glo luminescence;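 also: potency is read from the fitted curve at half-maximal effect; 0% = uninhibited 1x PFK enzyme wells and -100% = no-enzyme wells; nearly all actives have a fitted effect of over 60% in size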
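Compounds were pin-transferred as a titration series up to 57 uM into substrate buffer (0.5 mM F6P, 0.1 mM ATP, pH 8.0), then 1.25 nM PFK was added and reactions ran 45 min before ADP-Glo detection.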
Mito fusion act = inhibitors of mitochondrial division or activators of mitochondrial fusion; 320,000 tested, 0.23% active; S. cerevisiae fusion-defective mutant growth rescue, CellTiterGlo 48 h; Potency, µM (doses to about 46.1 µM), inactives show top-dose growth rescue (activation), actives largely listed as activators; AID 485298;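 also: potency is read from the fitted curve at half-maximal effect; % of control where 0% means no effect; nearly all actives have a fitted effect of over 45% in size; temperature-sensitive fusion mutants such as fzo1-1 at 37 °C on non-fermentable ethanol glycerol medium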
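Read-out: ATP-based luminescence (CellTiterGlo, 10 min ambient) reporting growth of fusion-defective ts yeast after 48 hours at 37C on glycerol/ethanol YPEG medium in the presence of compound.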
TCR activator = activators of T cell receptors; primary human leukocytes, anti-CD3, IL-2 HTRF, 48 h; Potency, µM (series often up to 9.22 µM), without a hit: at the highest dose activation of IL-2 secretion, actives largely listed as activators; 330,000 tested, under 10 active; AID 504894; also: % of control where 0% means no effect
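HTRF read-out of IL-2 secretion: europium cryptate donor excited at 320nm, d2 acceptor emission at 665nm. Cells were primary human leukocytes incubated 48 hr with compounds and a-CD3 beads, supplying TCR signal only.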
An asterisk follows results filed as active; ? = inconclusive; . = not tested or not shown; [ ] = dose if it differs, or a comment. Unless noted, calls follow the shape of the dose curve; as a rule, active = well fitted curve in the direction sought with a large enough effect; inconclusive = small, poorly fitted or top-dose-only effect, or another doubt; inactive = no such curve, though single readings can be large; an effect the other way counts as inactive or inconclusive.

SMILES	TSHR antag	Eya2 inh	ELG1 repair inh	ASM inhibitor	TSG101-PTAP inh	A-T KAP1 phos	Chronic BCR inh	Integrin act MD	Tb PFK block	Mito fusion act	TCR activator
CCCN(CC(=O)Nc1ccccc1OC)C(C)C(=O)NC(C)CCc1ccccc1 (centres undefined)	15	-17%	-12%	2%	-4%	6%	2%	-8%	0%	10%	-5%
O=C(OCCN1CCCCC1)c1cccc(F)c1	6	-7%	2%	6%	0%	-2%	0%	-21%	1%	-2%	4%
Cc1cccc(NS(=O)(=O)c2ccc(C3CCCCC3)cc2)c1	-8	-10%	1%	-16%	-5%	25%	?	-45%	-1%	-16%	-8%
O=C(Cc1ccccc1)NCC(=O)OCc1ccccc1F	1	-4%	21%	4%	1%	16%	9%	-13%	1%	-3%	-7%
CCOc1ccc(NC(=O)c2ccc(N3CC4CC(C3)c3cccc(=O)n3C4)c(N)c2)cc1 (centres undefined)	-9	0%	7%	1%	-2%	6%	-1%	-18%	0%	-7%	9%
COc1ccccc1N(C)C(=O)c1cc(S(=O)(=O)N2CCCC2)cn1C	1	19%	4%	2%	-5%	14%	1%	-3%	0%	0%	6%
COc1c(Cl)cc(Cl)cc1CNc1ccc(S(N)(=O)=O)cc1	2	-16%	2%	0%	0%	-1%	-18%	?	-15%	3%	1%
CCCCc1c(O)nc(SCC(=O)NC(C)(C)C)n(-c2ccccc2C)c1=O	36	-19%	11%	2%	-2%	1%	0%	25%	-3%	7%	12%
Cc1ccc(NC(=O)c2sccc2C)nc1	3	-11%	?	0%	0%	21%	?	26%	-27%	-3%	5%
CCOC(=O)c1ccc2ncc(C(=O)OCC)c(NCCN3CCOCC3)c2c1	-7	-5%	?	0%	-4%	-3%	4%	14%	-2%	2%	15%
CC(NC(=O)C12CC3CC(CC(O)(C3)C1)C2)c1ccccc1 (centres undefined)	-4	-17%	2%	0%	-3%	2%	?	-6%	-16%	-4%	-1%
CC(=O)Nc1ccc(CN2CCC(CO)(CCOc3ccccc3)CC2)cc1	-2	-3%	?	-3%	-5%	9%	9%	0%	-1%	-3%	-2%
CSc1sc(-c2n[nH]c(=S)n2C)c2c1C=CCC2	2	3%	-16%	-2%	0%	-10%	3%	-14%	-7%	-2%	5%
CC1=C(C(=O)NCc2ccccc2)C(c2ccccc2OCC(N)=O)NC(=O)N1 (centres undefined)	8	17%	2%	-1%	-6%	5%	8%	-19%	-2%	3%	.
O=C(NCc1nc2ccccc2[nH]1)C1=C[C@@H](c2csc3ccccc23)C[C@@H](OCCCCO)O1	0	-13%	23µM*	-14%	4%	-11%	?	-5%	-9%	-1%	0%
O=C(CSc1nc(-c2ccco2)cc(C(F)(F)F)n1)NCCCN1CCOCC1	-3	2%	7%	0%	3%	-5%	-1%	-14%	1%	3%	-3%
Cc1ccc(NC(=O)CN2CCN(c3ccccn3)CC2)cc1S(=O)(=O)N(C)C	1	6%	-3%	2%	-4%	2%	0%	-19%	-1%	6%	2%
Clc1nc(Nc2ccc(N3CCOCC3)cc2)c2ccccc2n1	-15	5%	?	-1%	0%	3%	-1%	6%	4%	-6%	6%
O=C(Nc1ccc(F)cc1)OCCOc1ccc(Br)cc1	-18	-5%	-16%	-9%	-4%	0%	?	-24%	-7%	-28%	2%
COCC(=O)OCC(=O)c1cc(C)n(-c2ccc(Br)cc2)c1C	4	2%	3%	-1%	0%	-1%	3%	-10%	1%	0%	1%
CN(C)/C=C(\C=N\OCc1ccc(Cl)cc1Cl)C(=O)Nc1ccc(Cl)c(Cl)c1	?	15%	-11%	.	.	18%	23%	.	-12%	2%	.
N#CC1(NC(=O)CSc2nnc(C3CC3)n2C2CC2)CCCCC1	-7	1%	17%	-2%	-3%	1%	1%	-10%	0%	-2%	8%
O=C(NCCn1ccc2ccccc21)C1CCCCC1	-1	-17%	-5%	4%	-2%	3%	-25%	-10%	-1%	4%	5%[46.1 µM]
CCOc1ccc(CCNC(=O)CSc2cc(=O)n(CC)c3ccccc23)cc1OCC	-5	-7%	0%	1%	-3%	-2%	-10%	-11%	-1%	-6%	-3%[46.1 µM]
CCOc1cc(/C=N/NC(=O)C(=O)NCc2cccnc2)ccc1O	0	12%	9%	-1%	-7%	3%	0%	-1%	4%	1%	-2%

Given comma-delimited: part of the list above.
smiles,TSHR antag,Eya2 inh,ELG1 repair inh,ASM inhibitor,TSG101-PTAP inh,A-T KAP1 phos,Chronic BCR inh,Integrin act MD,Tb PFK block,Mito fusion act,TCR activator
N#CC1(NC(=O)CSc2nnc(C3CC3)n2C2CC2)CCCCC1,-7,1%,17%,-2%,-3%,1%,1%,-10%,0%,-2%,8%
O=C(NCCn1ccc2ccccc21)C1CCCCC1,-1,-17%,-5%,4%,-2%,3%,-25%,-10%,-1%,4%,5%[46.1 µM]

(listing goes on)
SMILES	TSHR antag	Eya2 inh	ELG1 repair inh	ASM inhibitor	TSG101-PTAP inh	A-T KAP1 phos	Chronic BCR inh	Integrin act MD	Tb PFK block	Mito fusion act	TCR activator
COc1ccc(S(=O)(=O)Nc2cc3c4c(c2)CC(=O)N4CCC3)cc1C	-4	-22%	-9%	5%	-3%	5%	?	-5%	0%	-5%	3%
CCCCN1CC[C@@H]2C=CC[C@H](C(=O)OC)[C@@H]2C1=O	-4	-1%	3%	0%	1%	33%	?	16%	14%	.	-2%[46.1 µM]
O=C(Nc1ccccc1C(=O)N1CCOCC1)c1cccc(S(=O)(=O)N2CCCC2)c1	4	16%	4%	-2%	1%	3%	?	-16%	6%	0%	-1%
COc1ccc(NC(=S)N(Cc2cccnc2)Cc2cc3cc(OC)c(OC)cc3[nH]c2=O)cc1	12	-10%	?	-3%	-1%	-3%	?	?	2%	-5%	0%
CCOC(=O)c1c(NC(=O)C2c3ccccc3Oc3ccccc32)sc(C(=O)N(CC)CC)c1C	-17	1%	?	-15%	0%	1%	11%	-22%	0%	-4%	8%
O=C(Nc1cccc(S(=O)(=O)NCc2ccco2)c1)c1cc(-c2ccc(F)cc2)nc2ccccc12	-37	-1%	15µM*	0%	-2%	4%	0%	17%	0%	-3%	-3%[46.1 µM]
C[C@H](NC(=O)[C@@H]1Cc2ccccc2CN1)C(=O)NC1CCCCC1	24	1%	16%	0%	-1%	-9%	?	0%	-1%	-4%	2%
CC(=O)c1sc(NC(=O)c2cc3c(C)nn(-c4ccccc4)c3s2)nc1C	12	-3%	9%	10%	-3%	-3%	8%	26%	4%	2%	-14%
CC(=O)c1ccc(NC(=O)CNCc2cccs2)cc1	5	7%	?	-1%	3%	18%	?	-1%	1%	14%	-3%
CC(C)CCN(C(=O)C1=COCCO1)c1c(N)n(Cc2ccccc2)c(=O)[nH]c1=O	-2	6%	8%	11%	1%	-1%	7%	-24%	-2%	3%	0%
N#Cc1ccc(C23CC4(C2)[C@H](CN(Cc2ccc(C(F)(F)F)cc2)[C@@H]4c2ccccc2)C3c2ccc(Cl)nc2)cc1 (some centres undefined)	-1	2%	10%	.	.	13%	13%	.	0%	4%	.
Cc1ccc2c(CC(=O)Nc3ccc(N4CCN(C)CC4)cc3C)coc2c1	12	1%	13%	-2%	-3%	13%	?	-51%[inhibitor]	1%	-4%	0%
O=C(NC(=S)Nc1cccc([N+](=O)[O-])c1)c1ccco1	-3	3%	?	5%	-2%	-3%	1%	3%	-4%	-6%	-4%[46.1 µM]
CC(OC(=O)CC1CC2CCC1C2)C(=O)Nc1ccc(C(N)=O)cc1 (centres undefined)	-8	3%	?	-1%	-6%	3%	-5%	?	0%	8%	-15%
CSCCC(NC(=O)c1ccccc1)C(=O)OCC(=O)c1ccc[nH]1 (centres undefined)	5	-2%	11%	8%	0%	8%	?	10%	1%	-3%	0%[46.1 µM]
COc1ccc(C(=O)C2CCCN(Cc3c(O)cccc3OC)C2)cc1OC (centres undefined)	9	0%	-8%	1%	-8%	1%	-1%	-16%	-4%	1%	-7%

Compounds were not picked by outcome; any-hit rate near 3.2%.
